Source: PubChem BioAssay (National Center for Advancing Translational Sciences (NCATS))
Vif-A3F inh = Vif-A3F binding inhibition. HeLa A3F-eYFP + Vif (tagged APOBEC3F with the HIV-1 protein that degrades it), YFP fluorescence increase. Potency, µM (highest dose often 46.1 µM), without a hit: top-dose activity, negative = active. actives 0.2% (n = 390,000); also: potency is read from the fitted curve at half-maximal effect; % of control where 0% means no effect; nearly all actives have a fitted effect of over 65% in size
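HeLa cells stably expressing A3F-eYFP plus Vif, plated and incubated overnight at 37 deg C, then exposed to compounds overnight at 37 deg C. Blocked degradation read as raised yellow fluorescence (Ex 488/Em 500-530).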
Glioma ERSR ind = ER stress response induction in glioma; U87-MG GRP78 promoter luciferase reporter, 16 h; Potency, µM, without a hit: top-dose activation, usual class: activators; actives 0.02% (n = 420,000); also: potency is read from the fitted curve at half-maximal effect; series mostly up to about 76 µM; % of control where 0% means no effect; nearly all actives have a fitted effect of over 35% in size
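Stably transfected U87-MG human glioma cells carrying a GRP78-based luminescent sensor were seeded at 1000 cells/well, pin-dosed with compounds and incubated 16 h. Luciferase reagent was then added, and end-point luminescence was read after 10 min at room temperature.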
PI4K2A inh = blocks human PI4K2A kinase activity; Q9BTU6; purified PI4K2A, ADP-Glo luminescence, 1 h; stronger effect = lower value; activity change, negative = inhibition, % at 76.9 µM; actives 0.13% (n = 420,000); AID 1346378; in the data active = activity change below about -50%; inconclusive = mostly about -30% to -49%;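 also: -100% = wells without enzyme as full effect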
Target sequence (Q9BTU6 whole entry, looked up): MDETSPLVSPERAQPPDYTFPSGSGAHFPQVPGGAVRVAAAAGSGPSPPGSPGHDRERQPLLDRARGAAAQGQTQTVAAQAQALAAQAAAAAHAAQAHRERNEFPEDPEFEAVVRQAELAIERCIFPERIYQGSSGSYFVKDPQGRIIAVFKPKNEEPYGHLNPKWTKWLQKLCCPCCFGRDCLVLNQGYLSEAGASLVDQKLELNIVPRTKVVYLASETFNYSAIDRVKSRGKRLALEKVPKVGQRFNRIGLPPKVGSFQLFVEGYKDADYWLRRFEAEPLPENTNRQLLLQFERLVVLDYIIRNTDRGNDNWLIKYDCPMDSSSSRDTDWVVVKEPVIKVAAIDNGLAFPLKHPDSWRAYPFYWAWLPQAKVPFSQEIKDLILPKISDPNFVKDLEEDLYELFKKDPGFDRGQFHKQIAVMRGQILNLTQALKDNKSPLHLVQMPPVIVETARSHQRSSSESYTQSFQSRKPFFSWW
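Compounds are screened against recombinant PI4K2A using PI as substrate and ATP, the latter dispensed at 300 microM. Reactions run one hour at ambient temperature before ADP-Glo detection; full inhibition defined by wells lacking enzyme.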
IDH1 R132H inh = blocks human mutant IDH1 R132H enzyme | O75874 | IDH1-R132H enzyme, NADPH consumption, diaphorase/resazurin fluorescence | Potency, µM (titrated, usually from 76.6 µM), without a hit: at the top dose activity change, negative = inhibition, hits mostly inhibitors | actives 0.093% (n = 390,000) | AID 602179; also: potency is read from the fitted curve at half-maximal effect; % is scaled to controls: 0 for no effect and ±100 for the full control effect; nearly all actives have a fitted effect of over 65% in size
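IDH1-R132H (0.5 ug/mL) preincubated 30 min with compound, then NADPH (0.016 mM) and alpha-KG (2 mM) added; 80 min at RT, pH 7.5. Remaining NADPH coupled via diaphorase/resazurin to fluorescence (540/590 nm); concentration-response curves normalized to no-enzyme control.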
RXFP1 ag = RXFP1 (human) receptor agonism; HEK293T-RXFP1 cAMP TR-FRET, 30 min; response scale: percent of porcine relaxin response, buffer zero; Potency, µM (doses to about 57.5 µM), inactives show at the top dose activation, usual class: activators; actives 0.3% (n = 370,000); AID 2676; also: potency is read from the fitted curve at half-maximal effect; % is scaled to controls: 0 for no effect and ±100 for the full control effect; nearly all actives have a fitted effect of over 60% in size; many of its hits are not listed in these tables
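HEK293T cells stably expressing RXFP1 were pretreated with the PDE4 inhibitor Ro 20174, exposed to compounds for 30 min at 37C, lysed, and cAMP was read by TR-FRET. Data normalized to buffer (basal) and 29 nM porcine relaxin (100%).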
TrxR1 substrate = rat thioredoxin reductase 1 substrate activity; O89049; purified TrxR1 substrate turnover, NADPH consumption readout; Potency, µM (top dose mostly 114 µM), without a hit: at the highest dose activity change, negative = substrate turnover; actives 0.01% (n = 390,000); also: potency is read from the fitted curve at half-maximal effect; % is scaled to controls: 0 for no effect and ±100 for the full control effect; nearly all actives have a fitted effect of over 50% in size
Target sequence (O89049 whole entry, looked up): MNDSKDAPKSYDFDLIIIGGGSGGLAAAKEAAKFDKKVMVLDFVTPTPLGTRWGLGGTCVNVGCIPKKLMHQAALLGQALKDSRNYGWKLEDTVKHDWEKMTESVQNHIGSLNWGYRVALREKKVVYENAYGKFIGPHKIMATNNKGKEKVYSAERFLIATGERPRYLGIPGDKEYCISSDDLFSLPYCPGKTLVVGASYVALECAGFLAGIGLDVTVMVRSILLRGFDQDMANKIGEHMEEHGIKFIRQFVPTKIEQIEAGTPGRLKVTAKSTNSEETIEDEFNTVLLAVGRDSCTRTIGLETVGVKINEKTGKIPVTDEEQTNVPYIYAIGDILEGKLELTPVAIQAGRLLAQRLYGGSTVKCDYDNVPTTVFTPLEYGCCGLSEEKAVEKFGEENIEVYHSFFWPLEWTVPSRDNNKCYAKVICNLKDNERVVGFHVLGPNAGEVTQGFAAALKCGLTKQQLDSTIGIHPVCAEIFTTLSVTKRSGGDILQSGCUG
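Rat TrxR1, dispensed at 90 nM, was prereduced with 400 uM NADPH (final) for 5 min at ~22 deg C, then incubated with compound 15 min before 400 uM selenite. A first-read NADPH fluorescence drop versus no-compound background flagged substrates.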
LDHA block = inhibitors of human lactate dehydrogenase A; P00338; purified LDHA, NADH/diaphorase-resazurin fluorescence; stronger effect = lower value; activity change, % (values are at about 110 or 230 µM); actives 0.15% (n = 480,000); AID 1347041; in the data active = activity change below about -30%; inconclusive = mostly about -25% to -30%;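 also: plate controls were DMSO wells for no effect and wells without enzyme for full effect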
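Human LDH5 (2 nM) was incubated with 0.06 mM NADH and 0.2 mM pyruvate for 5 min at room temperature in Tris pH 7.4. Remaining NADH was coupled through diaphorase/resazurin, and resorufin fluorescence was read at 0 and 20 min.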
USP1-UAF1 inh = USP1/UAF1 (human) deubiquitinase inhibition; O94782; Potency, µM (highest dose often 57.1 µM), without a hit: at the highest dose activity change, negative = inhibition, most hits filed as inhibitors; actives 0.23% (n = 390,000); recombinant USP1/UAF1, Ub-Rhodamine cleavage fluorescence; also: potency is read from the fitted curve at half-maximal effect; % is scaled to controls: 0 for no effect and ±100 for the full control effect; nearly all actives have a fitted effect of over 60% in size; inactives centre near -12
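In this screen, compounds sit with the deubiquitinase complex (1nM) for 15 min at room temperature before Ub-Rho is added at 150nM final. Fluorescence rise is then followed for 6 reads every 60 seconds.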
Vif-APOBEC3G blk = inhibitors of Vif-APOBEC3G interaction | Potency, µM (doses to about 46.1 µM), for the others: top-dose activity, negative = active, usual class: inhibitors | Q9HC16 | actives 0.076% (n = 410,000) | HeLa A3G-eYFP + Vif (tagged APOBEC3G with the HIV-1 protein that degrades it), YFP fluorescence, overnight;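 also: potency is read from the fitted curve at half-maximal effect; % is scaled to controls: 0 for no effect and ±100 for the full control effect; nearly all actives have a fitted effect of over 60% in size; hits raise eYFP signal because A3G escapes Vif-driven loss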
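Read-out is eYFP fluorescence (Ex 488/Em 500-530) from Vif-expressing HeLa A3G-eYFP cells; more signal means A3G escaped Vif-mediated degradation. Cells plated overnight, compound pinned in, incubated overnight at 37 deg C.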
* = called active by the depositor; ? = inconclusive; . = no result given; & = joins results of further samples; [ ] = another dose, or the depositor's remark. Unless noted, calls follow the shape of the dose curve; as a rule, active = well fitted curve in the direction sought with a large enough effect; inconclusive = small, poorly fitted or top-dose-only effect, or another doubt; inactive = no such curve, though single readings can be large; an effect the other way counts as inactive or inconclusive.

SMILES	Vif-A3F inh	Glioma ERSR ind	PI4K2A inh	IDH1 R132H inh	RXFP1 ag	TrxR1 substrate	LDHA block	USP1-UAF1 inh	Vif-APOBEC3G blk
Cc1ccc(C(=O)/C=C/c2ccc(-c3ccc(C)cc3)o2)cc1	?	0%	-9	0%	0.0%	-9%	4	-20%	?
N#C/C(=C\c1cc([N+](=O)[O-])c(N2CCCCC2)cc1N1CCCCC1)c1nn(-c2ccccc2)c(N)c1C#N	-2%	-3%	-6	4%	-2.2%	-6%	1	-10%	2%
COc1ccc(Cc2nc3ccc(C(=O)NCCc4ccccc4)cc3o2)cc1	2%	-1%	-3	6%	8.1%	0%[57.1 µM]	3	-13%	2%
CC1CCCCN1S(=O)(=O)c1cccc(S(=O)(=O)N2CCOCC2)c1 (stereo not drawn)	1%	-3%	-4	-3%	1.5%	3%	-4	-22%	1%
Cc1sc2ncnc(NCc3cccs3)c2c1C	-7%	-2%	5	0%	0.4%	9%	5&0	-24%	-9%
CNC(=S)N/N=C/c1ccc(OCc2ccccc2)c(Br)c1	-7%	-10%	-3	5%	3.5%	12%	-3	-10%	-15%
COc1cccc2c(=O)n(CC(=O)NCCc3ccccc3)ccc12	1%	1%	5	0%	-3.7%	6%	-1	-12%	-2%
Cc1cc(NC(=O)CSc2nnc(-c3ccncc3)n2C)n(-c2ccccc2)n1	-3%	-5%	-1	-1%	-0.8%	4%[57.1 µM]	2	-11%	-1%
CCN1CCN(CCCNC(=O)C2c3ccccc3C(=O)N(c3ccc(OC)cc3)C2c2ccc(OC)cc2)CC1 (stereo not drawn)	0%	-2%	2	4%	-2.6%	-8%	-2	-26%	-8%
Cc1ccc(C2C3=C(CC(C)(C)CC3=O)OC3=C2C(=O)CC(C)(C)C3)cc1	1%	-3%	-7	3%	2.4%	-15%[57.1 µM]	-1	1%	-3%
S=C(Nc1ccccc1Cl)N1CCCCC1	0%	0%	-2	-1%	0.4%	1%	-2	-20%	-1%
CC1(C(=O)NS(=O)(=O)c2ccc(C#N)cc2)CCN1C(=O)C1(c2ccc(Cl)cc2)CCC1 (stereo not drawn)	.	-4%	0	.	.	.	-9	.	-2%
Cc1ccc(CC(=O)Nc2ncc([N+](=O)[O-])s2)cc1	-8%	-4%	-4	-1%	-2.0%	-4%	-2	-8%	1%
COc1ccccc1CNc1nc(NCC2CC2)nc2ccsc12	.	0%	-1	.	.	.	2	.	-23%
O=C(Nc1ccc([N+](=O)[O-])cc1)c1cncc(Br)c1	-10%	1%	-3	-3%	5.3%	-2%	-2	-19%	1%
N#Cc1ccc(C(=O)NCC(c2ccco2)N2CCCC2)cc1 (stereo not drawn)	4%	-10%	-3	-2%	-0.1%	-13%	-3	-16%	1%
CC(=O)Nc1ccc(S(=O)(=O)N2CCN(C(=O)N3CCCC3)CC2)cc1	3%	-4%	4	-1%	0.1%	12%[57.1 µM]	-6	-16%	-1%
CC(=O)c1sc2nc(-c3ccco3)ccc2c1N	-11%	3%	-8	7%	17%	-1%	-2	-15%	-13%
COc1ccc(NC(=O)CCCn2cc([N+](=O)[O-])cn2)cc1	3%	-3%	2	0%	0.3%	-1%[57.1 µM]	-6	-16%	3%
CC(=O)Nc1ccc(C=NN=C2c3ccccc3-c3ccccc32)cc1	?	5%	-2	-1%	.	-8%[11.4 µM]	0	-4%	-22%
Cc1ccc(NC(=O)c2ccc(S(=O)(=O)N3CCOCC3)cc2)c(C)c1	10%	-3%	1	-1%	2.7%	9%[57.1 µM]	-9	-14%	-2%
CCN1CCN(c2cc(C(C)(C)C)nc3c(-c4ccccc4)c(C)nn23)CC1	-8%	2%	4	4%	2.2%	5%[57.1 µM]	3	-20%	-2%
CCC(=O)Nc1ccc(N2CCN(S(C)(=O)=O)CC2)cc1	-1%	-2%	7	0%	0.2%	0%	0	-7%	3%
Cc1ccc(N2C(=O)C3CC(c4ccccc4)=C4C5C=CC(C6C(=O)N(c7ccc(C)cc7)C(=O)C56)C4C3C2=O)cc1 (stereo not drawn)	12%	-9%	-6	0%	0.1%	-3%	1	-9%	-8%
COc1ccc(C2=NC(C)(C)N(CC(=O)Nc3cccc(C)c3)C2=O)cc1	.	.	6	.	1.5%	3%	-2	?	.
CCOC(=O)CSc1nc2cc(C(=O)NCc3ccco3)ccc2c(=O)n1C1CCCCC1	-5%	-1%	0	-8%	1.4%	-9%	-7	-6%	-1%
COc1ccc(Nc2nc(N3CCCC3)c3ccccc3n2)cc1	3%	-13%	-2	-1%	0.4%	-2%	-1	-18%	2%
O=C(Cc1ccsc1)Nc1cc(F)ccc1F	14%	1%	8	9%	2.8%	0%	-7&-8	-26%	-2%
CC(=O)c1c(C)nc2ccc(Br)cc2c1C(=O)O	0%	-4%	-4	1%	8.9%	2%	2	-14%	-1%
CN(Cc1ccccc1)C(=O)c1ccc(NC(=O)Cc2cccc(NC(=O)C3CCCN(C(=O)C4CCCCC4)C3)c2)cc1 (stereo not drawn)	7%	-1%	0	9%	0.3%	-2%	-5	-16%	5%
COCCN(CCOC)S(=O)(=O)c1ccc(C(=O)Nc2nc3c(s2)CCc2ccccc2-3)cc1	?	-6%	-3	7%	-0.6%	15%	14	-9%	-7%
COc1cccc(/C=C2\SC(=S)NC2=O)c1OS(=O)(=O)c1ccc(NC(C)=O)cc1	20%	-4%	1	0%	-0.2%	-12%	-1	-19%	3%
CCOC(=O)C1(CC2CCCCO2)CCN(S(=O)(=O)c2cc(C)cs2)CC1 (stereo not drawn)	11%	-3%	4	23%	-1.7%	6%[57.1 µM]	0	-2%	1%
COc1ccc(N2CCN(C3CCCN(C(=O)CN4CCOC4=O)C3)CC2)cc1 (stereo not drawn)	-1%	-3%	1	4%	0.1%	-13%	2	-3%	-1%
CCCCNCc1cc(Br)c(OCc2cccs2)c(OC)c1	-1%	-7%	3	3%	-3.3%	-4%	-5	-28%	-5%
CC(C)Oc1cccc(NC(=O)C2CCN(S(=O)(=O)Cc3ccccc3)CC2)c1	8%	-2%	-2	28%	-0.9%	-8%	-10	-19%	4%
O=C1CC(NC2CCN(C(=O)c3cccc(F)c3)CC2)C(=O)N1 (stereo not drawn)	2%	-1%	0	2%	0.3%	2%	0	-4%	0%
CCS(=O)(=O)Nc1cc(OC)c(OC)cc1Cc1nccc2cc(OC)c(OC)cc12	8%	-3%	27	0%	-1.4%	-3%	-1	-14%	-7%
CCNC(=O)c1ccc(-n2nc(C)cc2-c2ccccc2)cc1	-1%	-6%	4	2%	0.1%	-12%	-3	-8%	0%
O=C(Nc1ccc(S(=O)(=O)NC2=NCCCCC2)cc1)c1cccc(S(=O)(=O)N2CCOCC2)c1	-15%	-1%	7	5%	.	8%[57.1 µM]	2	1%	-1%
CN(C)CCNC(=O)c1ccc2c(=O)n3c(nc2c1)CCCCC3	.	.	-10	.	2.0%	3%	-1	16%	.
Cc1cc(F)ccc1NC(=O)c1cccnc1	10%	-3%	0	13%	0.5%	-3%	-11	-16%	5%
CCc1ccc2oc(C(=O)Nc3nonc3CC)c(C)c2c1	-1%&5%	1%&-4%	2&5	-8%&11%	0.1%&-0.4%	2%&6%	-3&-10	-16%&-21%	2%&7%
COc1ccc(NC(=O)NC2CCCCC2C)cc1 (stereo not drawn)	1%	-3%	-2	-2%	0.1%	1%	-3	-21%	4%
Cc1cc(NC(=O)CSc2nnc(-c3ccccc3C)n2C)no1	-5%	-2%	-2	5%	0.2%	-8%	-4	-19%	-2%
COc1ccc2nc(NC(=O)c3nc(SC(C)C)ncc3Cl)sc2c1	1%	-2%	-6	0%	3.9%	1%	12&-2	-30%	-1%
O=C(O)C(CCc1ccccc1)N1CCOCC1 (stereo not drawn)	0%	-4%	2	6%	.	.	-1	-9%	2%
CC(=O)N(CC(=O)O)c1ccccc1	0%	-2%	3	1%	1.1%	-2%	-5	-12%	0%
Cc1ccc2nsnc2c1S(=O)(=O)NCc1ccc2c(c1)OCO2	-5%	-3%	-1	6%	-0.7%	-2%	-5	-21%	2%
Cc1ccc(C)c(OCCC(=O)OCc2csc(CC(=O)Nc3ccccc3C)n2)c1	0%	-2%	2	-3%	1.0%	-5%	-5	-29%	-1%
CCCn1c(SCC(=O)Nc2cccc(F)c2)nc(O)cc1=O	-14%	-5%	2	7%	-0.2%	-12%	-3	0%	-6%
Cc1cccc(C)c1OC(=O)CSc1nnc(-c2ccc3c(c2)OCO3)o1	8%	-5%	-3	9%	-4.3%	-5%	-5	-19%	0%
CCCn1c2ccc(F)cc2c2nnc(SCCN3CCOCC3)nc21	-1%	3%	4	12%	5.0%	-10%	-1	-18%	0%

An excerpt; the hit share may differ from the screen's.
